Assay outcomes deposited in PubChem BioAssay by Broad Institute.
CFTR F508del cor: F508del CFTR correction, initial screen, CFBE line, single point | activity (quench increase), % at 7.58 µM | AID 720511, 2013 | 350,000 tested, 0.36% active | CFBE cells, YFP halide quenching; stimulated with forskolin plus potentiator P3; % fluorescence drop versus neutral controls;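 active means mean added fluorescence quench of at least 8% versus neutral control, with both replicates also reaching 8%; inconclusive means only one of the mean or replicate conditions met; inactive means mean below 8% and not both replicates reaching 8%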;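 further: cells transiently co-express mutant CFTR-F508del with the halide-sensitive YFP; corrector assay measuring rescue of mutant channel to the surface after 24 h compound exposure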
XiGFP reactiv: activators of inactive X chromosome reactivation, primary screen, imaging, XiGFP fibroblasts, GFP high-content imaging, set 2 | XiGFP mouse fibroblasts, % GFP-positive cells imaging, 3 d; cells co-treated with 5-aza-dC sensitizer; scaled so ellipticine positive control = 100% | activation, % at 7.58 µM | 360,000 tested, 0.055% active;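 active means mean normalized replicate activation at least 10% and every replicate at or above 10%; inconclusive means only one of the two criteria met; inactive means mean below 10% and not all replicates reach 10%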;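 further: 0% = median of on-plate neutral control wells and 100% = ellipticine 6 µM median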
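Schedule: 3 d treatment, 15 min room-temperature fixation; system: 68-5-11 XiGFP fibroblast line; buffer or medium: DMEM plus 5-aza-dC sensitizer; control set: ellipticine 6 µM positive control; compound: one concentration, pinned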
DENV2 CPE: inhibitors of DENV2 cytopathic effect, primary screen, cell-based, plate reader, single concentration | DENV2-infected cells, cytopathic effect rescue | CPE inhibition, % at 9.99 µM | AID 651640, 2012 | 350,000 tested, 1.7% active; in the data active means CPE inhibition above about 20%, passing the limit was not always enough; inconclusive means no clear call, values can overlap the other calls; tested in BHK-21 cells;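 further: 0% = median of neutral control wells and 100% = median of positive control wells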
GSIS activator: GLuc luminescence reporter in INS-1E cells, primary screen for activators of glucose-dependent secretion of insulin; INS-1E GLuc reporter insulin secretion, 2-3 h; activation, % at 16.6 µM; 370,000 tested, 0.61% active;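 active means lowest replicate activation of at least 40%, so every replicate reaches that level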;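 further: 0% = median of neutral control wells and 100% = median of IBMX positive control wells; some compounds called inactive have numbers as strong as hits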
RAD52 inh: RAD52 DNA annealing inhibitors, primary screen, biochemical, FRET, single point, set 2; AID 651710, 2012; recombinant RAD52 DNA annealing, FRET fluorescence; inhibition, % at 18.7 µM; 360,000 tested, 0.46% active;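 active means every replicate showing at least 50% inhibition; inconclusive means mean inhibition at least 50% but not in every replicate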
RAD54 branch: inhibitors of human RAD54 branch migration, primary screen, biochemical, fluorescence, single point; inhibition, % at 10.4 µM; RAD54 Holliday junction branch migration, FAM/BHQ fluorescence; 360,000 tested, 0.14% active;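 active means mean normalized replicate activity at least 40 and at least half of replicates scoring 40 or more; inconclusive means only one of the two criteria met; inactive means mean below 40 and under half of replicates reaching 40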;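 further: 0% = median of neutral control wells and 100% = median of positive control wells; inhibitors cause a drop in the FAM fluorescence signal; in these data hits start at about 50%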
Target sequence (Q92698 whole entry, looked up): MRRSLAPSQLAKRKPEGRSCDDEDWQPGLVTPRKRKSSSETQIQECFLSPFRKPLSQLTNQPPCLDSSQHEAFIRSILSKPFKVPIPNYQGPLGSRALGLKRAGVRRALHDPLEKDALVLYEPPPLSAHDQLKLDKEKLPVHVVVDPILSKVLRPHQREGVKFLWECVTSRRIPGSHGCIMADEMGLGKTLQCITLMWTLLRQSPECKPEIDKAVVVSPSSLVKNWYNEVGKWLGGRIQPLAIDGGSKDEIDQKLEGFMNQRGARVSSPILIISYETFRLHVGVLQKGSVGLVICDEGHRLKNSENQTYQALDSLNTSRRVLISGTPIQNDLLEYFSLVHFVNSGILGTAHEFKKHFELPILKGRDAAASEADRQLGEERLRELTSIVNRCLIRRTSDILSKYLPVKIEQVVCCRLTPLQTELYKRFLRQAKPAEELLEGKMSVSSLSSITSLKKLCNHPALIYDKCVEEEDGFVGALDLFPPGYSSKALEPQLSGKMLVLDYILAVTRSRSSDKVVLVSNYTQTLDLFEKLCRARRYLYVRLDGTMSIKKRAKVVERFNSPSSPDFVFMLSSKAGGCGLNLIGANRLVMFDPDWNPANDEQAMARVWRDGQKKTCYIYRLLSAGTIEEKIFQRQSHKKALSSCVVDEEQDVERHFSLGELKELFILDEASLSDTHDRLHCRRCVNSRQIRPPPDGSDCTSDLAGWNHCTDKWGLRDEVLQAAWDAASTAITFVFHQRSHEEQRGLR
E-sel inducer: E-selectin induction in HUVECs, primary screen, imaging, HUVEC, immunofluorescence imaging, single point. activation, % at 7.58 µM. normalized: neutral wells 0, TNF-alpha wells 100. AID 686992, 2013. 260,000 tested, 0.37% active;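 active means mean E-selectin-positive cell signal at least 10% of the positive control, reached in at least 60% of replicates, without over 20% cell loss; inconclusive means no rule given, readout overlaps actives, possibly toxicity-flagged; inactive means the rest, including those meeting only one limit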;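 further: in these data hits start at about 27%; measured in HUVEC primary endothelial cells; signal is the percent of cells scored E-selectin positive by PE staining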
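Test system: HUVEC | Signal: Immunofluorescence imaging | Read-out: Percent E-selectin-positive cells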
CASP6 VEID inh: human caspase-6 inhibitors, primary screen, biochemical, VEID-R110 fluorescence, single point, set 2. purified caspase-6, Z-VEID-R110 cleavage fluorescence. AID 686996, 2013. inhibition, % at 12.5 µM. 350,000 tested, 0.53% active. P55212;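 active means mean inhibition across replicates at least about 35%, with every replicate also reaching that limit, limit read from the data; inconclusive means only one of the two criteria met; inactive means neither criterion met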;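 further: 0% = median of neutral control wells and 100% = no fluorescence left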
Target sequence (P55212 24-179 limits assumed): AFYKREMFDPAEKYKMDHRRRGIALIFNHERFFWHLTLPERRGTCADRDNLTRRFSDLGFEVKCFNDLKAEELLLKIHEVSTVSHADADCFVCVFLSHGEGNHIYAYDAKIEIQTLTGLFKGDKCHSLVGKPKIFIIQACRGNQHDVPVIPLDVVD
Target sequence (P55212 194-293 limits assumed): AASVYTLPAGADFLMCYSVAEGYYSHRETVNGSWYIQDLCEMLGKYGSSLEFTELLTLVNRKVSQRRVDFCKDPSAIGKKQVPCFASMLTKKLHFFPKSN
Starred values were filed as active, the others as inactive; u = inconclusive; x = not tested or not shown.

Values run as follows: CFTR F508del cor | XiGFP reactiv | DENV2 CPE | GSIS activator | RAD52 inh | RAD54 branch | E-sel inducer | CASP6 VEID inh
CC(C)c1ccccc1NC(=O)CSc1n[nH]c(=O)n1C1CC1
→ 2.1 | 0.0 | u | 15.8 | -21.3 | -3.8 | 0.0 | -0.1
CC(C)CC#Cc1ccc2c(c1)O[C@@H](CN(C)Cc1ccc3c(c1)OCO3)[C@@H](C)CN([C@H](C)CO)S2(=O)=O
→ -1.5 | -0.3 | 8.9 | -21.4 | 37.0 | -2.8 | x | -1.0
C[C@H]1CN([C@@H](C)CO)C(=O)c2cc(NC(=O)Nc3ccc4c(c3)OCO4)ccc2O[C@H]1CN(C)Cc1ccc(C(F)(F)F)cc1
→ 1.3 | 0.0 | -3.1 | -20.6 | 5.8 | 3.0 | -0.1 | 2.6
CCOC(=O)c1cc(C#N)c(N2CCN(C)CC2)nc1-c1ccccc1
→ -0.1 | 0.0 | 0.2 | 3.2 | -14.4 | -1.2 | x | 1.1
C=CCNc1nc(Nc2ccc(Cl)cc2)nc(OC)n1
→ 1.3 | 0.4 | 8.7 | 1.8 | -4.3 | x | x | 4.6
CCN(Cc1ccccc1)C(=O)c1cccs1
→ -2.4 | 0.1 | -8.3 | x | -2.0 | -13.0 | x | 0.0
COc1ccc(CSc2nc(C)cc(C)c2C#N)cc1
→ 4.0 | x | -5.1 | 10.2 | -9.7 | 3.8 | 3.7 | 0.2
C[C@H](CO)N1C[C@H](C)[C@@H](CN(C)Cc2ccc(C(=O)Nc3ccccc3N)cc2)Oc2c(cccc2N(C)C)C1=O
→ 2.7 | 0.4 | -4.5 | 25.9 | 7.3 | 11.0 | -0.2 | 0.8
COC(=O)C[C@H]1CC[C@H]2[C@@H](COC[C@@H](O)CN2C(=O)Nc2ccccc2OC)O1
→ -2.4 | 0.0 | 2.0 | 2.3 | -7.5 | -0.1 | -0.1 | 1.9
CCc1nc2ccc(C(=O)NCCc3ccc(OC)cc3)cc2nc1CC
→ 2.5 | 0.0 | 5.1 | 8.8 | 4.3 | -0.5 | x | -1.0
O=C(Nc1ccc(Cl)cc1)N[C@@H]1CC[C@H](CCn2cc(C3(O)CCCC3)nn2)O[C@@H]1CO
→ 0.2 | 0.4 | -0.8 | -5.4 | -7.2 | 0.0 | 2.0 | 4.4
Cc1ccccc1N1CCN(C(=O)[C@@H]2CCCN2C2=NS(=O)(=O)c3ccccc32)CC1
→ -1.4 | 0.1 | -3.8 | -11.2 | -17.6 | x | x | -21.6
C=CCN1CN(S(=O)(=O)c2cccc(Cl)c2)c2nc3ccccc3nc21
→ 1.8 | 0.0 | -2.5 | -1.4 | -118.6 | -12.4 | 1.2 | -1.2
N#C[C@H]1[C@@H](c2ccc(-c3cccc(F)c3)cc2)[C@@H](CO)N1C(=O)NC1CCCCC1
→ -2.3 | 0.0 | 2.7 | -32.4 | -27.8 | x | -0.2 | 2.3
Cc1ccc(-c2cnc3c(c2)C(=O)N([C@H](C)CO)C[C@@H](C)[C@H](CN(C)CC2CCOCC2)O3)cc1
→ -1.4 | -0.3 | -0.9 | 8.8 | 9.9 | -0.3 | 1.0 | 0.0
C=CC[C@@H](CC(=O)N[C@H](CO)Cc1ccccc1)C(=O)N[C@@H](COC(=O)[C@@H](CC=C)Cc1ccc(F)cc1)Cc1ccccc1
→ -1.4 | 0.1 | 1.0 | -16.4 | -13.4 | 8.6 | -2.1 | -2.3
C(=C1c2ccccc2-c2ccccc21)c1ccncc1
→ 1.4 | 0.0 | -0.7 | 17.9 | -13.1 | 4.0 | 0.0 | 1.8
COc1ccc(NC(=O)c2cc([N+](=O)[O-])ccc2N2CCCCC2)cc1OC
→ 0.1 | 0.0 | u | -3.1 | -0.1 | -1.9 | 0.1 | 0.3
O=C(C[C@H]1CC[C@H]2[C@@H](COC[C@@H](O)CN2C(=O)c2cccnc2)O1)NCC1CC1
→ 1.2 | 0.1 | u | 9.0 | -18.9 | 6.3 | -0.2 | 2.5
Cc1ccc(/C(O)=C2/C(=O)C(=O)N(Cc3ccco3)C2c2cccs2)cc1 (centres undefined)
→ -0.1 | x | 0.6 | -8.6 | -17.4 | x | x | 25.4
COc1ccc(CCNC(=O)Cn2c([N+](=O)[O-])cnc2C)cc1OC
→ 2.3 | 0.0 | -1.9 | -4.7 | -15.7 | -1.1 | 1.0 | -5.6
OCCN=Cc1c(O)[nH]c2ccccc12
→ x | x | x | 6.0 | -19.5 | -6.2 | x | -1.5
CCCc1nc(-c2cc3cc(C)ccc3[nH]c2=O)no1
→ 2.1 | -0.1 | 0.0 | 43.8* | -7.0 | -3.0 | 2.0 | 0.4
CN=C(NC1CCCCC1)c1ccc(Cl)cc1
→ x | 0.0 | x | 7.5 | x | -4.9 | -0.1 | x
Cc1cc(S(=O)(=O)N2CCCCC2)ccc1OCC(=O)N1CCOCC1
→ 1.7 | 0.5 | 5.5 | 18.7 | -10.1 | 0.0 | 0.0 | -2.5
Cc1ccccc1OC(C)C(=O)NCCCN1CCOCC1 (centres undefined)
→ -2.4 | 0.0 | -6.2 | -3.5 | -14.8 | 5.1 | -0.2 | -3.7
COc1ccc(N(CC(=O)N2CCN(C)CC2)S(=O)(=O)c2cc(C)ccc2OC)cc1Cl
→ -3.4 | 0.3 | 83.2* | -10.8 | -1.8 | -7.5 | -1.7 | -1.1
CCCNC(=O)C[C@@H]1CC[C@@H]2[C@@H](COc3ccc(NC(=O)c4ccc5c(c4)OCO5)cc3C(=O)N2C)O1
→ 0.8 | 0.4 | 3.0 | -6.1 | 9.5 | -3.4 | 0.0 | -2.8
CN(C)CCCNc1cc(C(C)(C)C)nc2c(-c3ccccc3)cnn12
→ -2.0 | 0.5 | -16.8 | 9.2 | 38.3 | -0.9 | 0.8 | 3.6
O=c1c2[nH]c3ccc(F)cc3c2ncn1CC1CCCO1 (centres undefined)
→ 0.5 | 0.8 | 0.7 | 7.7 | -7.3 | 0.1 | 0.2 | 2.8
O=C(O)CCCC(=O)Nc1ccc2c(c1)oc1ccccc12
→ 1.2 | 0.0 | -3.2 | 0.4 | -5.4 | -12.0 | 3.3 | 0.4
CC(C)NC(=O)N1C[C@H]2[C@@H](c3ccccc31)[C@H](CO)N2C(=O)NC(C)C
→ -3.2 | 0.0 | u | 17.9 | 3.3 | 0.0 | 1.1 | 1.2
COc1ccc(C(=O)O)cc1S(=O)(=O)NCCc1ccccn1
→ 3.3 | 0.4 | -6.2 | -2.1 | 13.3 | -1.9 | x | -3.7
Cc1ccc(NC(=O)CSc2nc(=O)n(CCN(C)C)c3c2CCCC3)cc1Cl
→ -1.3 | -0.1 | -3.1 | -8.5 | 5.8 | x | -0.4 | 1.6
c1ccc(CN2CCN(c3nc4ccccc4n4cnnc34)CC2)cc1
→ 0.4 | 0.2 | -3.1 | x | -7.3 | 2.7 | 1.5 | 2.4
ON=C1C2CC=C(c3ccccc3)C1CCC2 (centres undefined)
→ 7.1 | 0.2 | 2.8 | x | -2.3 | x | 0.2 | 0.2
CCOC(=O)C1CCN(S(=O)(=O)c2cc3c4c(c2)C(C)C(=O)N4CCC3)CC1 (centres undefined)
→ -1.9 | 0.3 | 4.7 | x | 3.3 | -4.1 | x | 0.0
COCCNC(=O)C[C@@H]1C[C@H]2c3cc(NC(=O)CN(C)C)ccc3O[C@H]2[C@@H](CO)O1
→ -0.7 | 0.0 | 0.9 | 2.9 | -15.2 | -1.5 | 0.1 | 3.9
CSc1ccc(/C=C/C(=O)OCC(=O)N2CCN(S(=O)(=O)c3ccc(C)cc3C)CC2)cc1
→ -1.7 | 0.0 | 24.7* | -8.8 | -20.5 | -1.1 | x | -2.1
COc1ccc(NC(=O)N(C)C[C@H]2Oc3ncc(C#CCN(C)C)cc3C(=O)N([C@H](C)CO)C[C@@H]2C)cc1
→ -1.7 | -0.3 | x | 24.8 | x | x | 3.2 | x
OC[C@@H]1CCCN1Cc1cn(-c2ccccc2)nc1-c1ccc2c(c1)OCO2
→ 0.1 | 0.2 | 2.6 | 3.2 | -18.5 | 9.9 | 0.9 | -0.4
CCCNC(=O)N(C)C[C@@H]1Oc2ncc(-c3ccccc3F)cc2C(=O)N([C@H](C)CO)C[C@H]1C
→ 0.6 | 0.3 | 4.5 | 14.6 | -9.0 | 0.8 | 0.5 | 1.8
O=C(NCc1cccs1)c1cc(-c2ccccn2)nc2ccc(Br)cc12
→ -1.3 | 0.2 | -0.4 | -1.7 | -20.6 | x | -1.8 | -2.1
CN1C(=O)c2cc(NC(=O)NC3CCCC3)ccc2OC[C@H]2O[C@H](CC(=O)NC3CCC3)CC[C@H]21
→ -0.3 | -0.1 | x | -6.6 | x | x | 0.1 | x
CC(=O)NC(=S)Nc1ccc(S(=O)(=O)N(C)Cc2ccccc2)cc1
→ 4.2 | 0.1 | 0.6 | 7.1 | -24.0 | x | x | -1.4
CC(=O)Nc1nc2cc(N)ccc2s1
→ 1.8 | 0.1 | 16.3 | -7.4 | -6.5 | -5.1 | -0.8 | x
CN(C)C(=O)c1cccc(-c2ccc([C@H]3[C@@H](CO)N4CCCCN(CCC(F)(F)F)C[C@H]34)cc2)c1
→ 1.6 | 0.2 | 7.9 | 0.3 | 9.1 | 5.9 | -0.2 | 2.2
C[C@H](CO)N1C[C@H](C)[C@H](CN(C)C(=O)C2CCCCC2)OCCCC[C@H](C)Oc2ccc(NC(=O)Nc3ccc4c(c3)OCO4)cc2C1=O
→ 1.3 | 0.3 | -7.3 | -18.4 | -16.2 | -3.8 | -0.2 | -0.9
COC(=O)C1C(O)CCC2CN3CCc4c([nH]c5ccccc45)C3CC21 (centres undefined)
→ 1.7 | x | u | x | -40.5 | -1.6 | x | 7.6
CCNC(=O)C[C@H]1CC[C@H]2[C@@H](COC[C@@H](O)CN2Cc2ccc(Cl)c(Cl)c2)O1
→ 4.2 | 0.0 | 104.9* | 0.7 | -7.0 | -5.7 | 0.0 | -4.6
CC(C)C#Cc1ccc2c(c1)O[C@@H](CN(C)C(=O)CN(C)C)[C@@H](C)CN([C@H](C)CO)S2(=O)=O
→ 3.4 | -0.5 | 10.5 | -2.2 | 1.0 | -5.0 | 0.1 | -1.7
Cc1ccc(C(=O)N/C(=C\c2ccco2)C(=O)N2CCSCC2)cc1C
→ 1.1 | 0.0 | -2.2 | -3.2 | -10.5 | x | 1.2 | 1.2
Cc1ccccc1-c1cnc(C(O)c2ccccc2)[nH]1 (centres undefined)
→ 0.1 | 0.0 | -5.6 | -1.4 | -14.5 | 3.4 | -0.3 | -1.2

Entries of single compounds as entered above.
COC(=O)C1C(O)CCC2CN3CCc4c([nH]c5ccccc45)C3CC21 (centres undefined) across the screens: CFTR F508del cor: 1.7; XiGFP reactiv: x; DENV2 CPE: u; GSIS activator: x; RAD52 inh: -40.5; RAD54 branch: -1.6; E-sel inducer: x; CASP6 VEID inh: 7.6
Cc1ccc(C(=O)N/C(=C\c2ccco2)C(=O)N2CCSCC2)cc1C across the screens: CFTR F508del cor: 1.1; XiGFP reactiv: 0.0; DENV2 CPE: -2.2; GSIS activator: -3.2; RAD52 inh: -10.5; RAD54 branch: x; E-sel inducer: 1.2; CASP6 VEID inh: 1.2
